HttQ103 aggreg – mutant huntingtin aggregation inhibition | hit rate 1.1% among 220,000 | PC12 HttQ103-GFP aggregates, Acumen cytometry, 40 h | Potency, µM (top dose mostly 46.1 µM), for inactives: at the highest dose activity change, negative = inhibition, actives largely listed as inhibitors | AID 1688; note: potency is the fitted concentration of half-maximal effect; % is set by controls: 0 for no effect and ±100 for the full control effect; nearly all actives have a fitted effect of over 60% in size
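Read-out: GFP aggregate count by laser scanning cytometer (488 nm excitation, 500-530 nm emission, 1–25 µm objects >6 SD above background). Cells: PC12, inducible HTTex1-Q103-GFP, 100 nM tebufenozide; compounds titrated.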
LMNA splice mod – modulators of lamin A splicing. HeLa LMNA splicing GFP/RFP minigene ratio, 48 h. Potency, µM (series often up to 46.1 µM), without a hit: at the top dose ratio change, negative = inhibition, hits mostly inhibitors. hit rate 0.01% among 200,000; active = well fitted inhibition curve with a large enough effect in the signal ratio, with a control signal flat, not every such curve was filed as active; inconclusive = small, poorly fitted or top-dose-only effect, or effect the other way, or a change in a side signal; the % refers to the signal ratio; note: potency is the fitted concentration of half-maximal effect; % is set by controls: 0 for no effect and ±100 for the full control effect
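S3 HeLa stable clones carrying a lamin A-EGFP splicing minigene plus DsRed2 were seeded at 600 cells/well in Opti-MEM with 2% FBS, pin-dosed and incubated 48 h at 37°C. Acumen cytometry (488 nm) gave the GFP/RFP total-intensity ratio.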
GAA spleen mod – lysosomal alpha-glucosidase (human) modulation. P10253. human spleen homogenate, 4-MU-alpha-glucoside fluorescence. Potency, µM (highest dose often 79.9 µM), for inactives: at the highest dose activity change, negative = inhibition, most hits filed as inhibitors. hit rate 0.006% among 240,000. AID 2112;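 note: potency is the fitted concentration of half-maximal effect; 0% = enzyme with vehicle and -100% = no enzyme basal signal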
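Human spleen homogenate (1 ug) with 4-methylumbelliferyl-alpha-D-glucopyranoside (1 mM final) in 50 mM citrate/phosphate pH 5.0, 0.01% Tween-20; 40 min at 37 C. Stopped at pH 10; 4-MU fluorescence Ex 365/Em 440 nm; AC50 by Hill fit.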
GAA glycogen – alters human alpha-glucosidase cleavage of glycogen. Potency, µM (doses to about 76.4 µM), for inactives: top-dose activity change, negative = inhibition, actives largely listed as inhibitors. hit rate 0.38% among 300,000. P10253. recombinant GAA, glycogen substrate, Amplex Red glucose oxidase fluorescence;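 note: potency is the fitted concentration of half-maximal effect; 0% = full enzyme reaction and -100% = no-enzyme basal signal; the screen sought inhibitors and activators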
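Recombinant human enzyme (4 nM); glycogen substrate; 37 C, 40 min, pH 5.0. Readout: coupled glucose oxidase/Amplex Red fluorescence.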
HTT cytoprotect – protects HTT-Q103 PC12 cells, measured by ATP | PC12 HTT-Q103 induced, cytoprotection, ATP luminescence, 40 h | Potency, µM (doses to about 56.4 µM), for inactives: cytoprotection (ATP increase), usual class: activators | hit rate 0.14% among 230,000 | AID 1471;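 note: potency is the fitted concentration of half-maximal effect; % of control where 0% means no effect; nearly all actives have a fitted effect of over 45% in size; toxic huntingtin expression switched on by the ecdysone agonist tebufenozide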
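Quantitative HTS on tebufenozide-induced (100 nM) PC12 cells expressing HTTQ103 exon 1–GFP; compounds tested as a concentration series; survival measured via cellular ATP.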
CBFb RUNX1 block – inhibitors of human CBF-beta and RUNX1 interaction; Q01196+Q13951; AlphaScreen CBFb-His/RUNX1-biotin binding, biochemical; Potency, µM (series often up to 59.8 µM), for inactives: top-dose activity, negative = inhibition, usual class: inhibitors; 230,000 tested, under 10 active; note: % of control where 0% means no effect
Target sequence (Q01196 whole entry, looked up): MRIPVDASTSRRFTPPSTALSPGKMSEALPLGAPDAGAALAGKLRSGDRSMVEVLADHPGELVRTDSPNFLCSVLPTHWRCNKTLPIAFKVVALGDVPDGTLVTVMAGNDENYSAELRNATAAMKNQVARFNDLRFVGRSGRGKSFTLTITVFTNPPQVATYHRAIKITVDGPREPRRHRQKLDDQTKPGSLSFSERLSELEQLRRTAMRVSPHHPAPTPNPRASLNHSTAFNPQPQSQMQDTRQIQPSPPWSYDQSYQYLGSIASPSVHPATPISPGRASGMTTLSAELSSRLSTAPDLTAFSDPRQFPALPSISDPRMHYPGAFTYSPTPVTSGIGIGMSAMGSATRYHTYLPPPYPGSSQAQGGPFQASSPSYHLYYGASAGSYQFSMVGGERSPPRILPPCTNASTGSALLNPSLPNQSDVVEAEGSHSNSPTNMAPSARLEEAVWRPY
Target sequence (Q13951 whole entry, looked up): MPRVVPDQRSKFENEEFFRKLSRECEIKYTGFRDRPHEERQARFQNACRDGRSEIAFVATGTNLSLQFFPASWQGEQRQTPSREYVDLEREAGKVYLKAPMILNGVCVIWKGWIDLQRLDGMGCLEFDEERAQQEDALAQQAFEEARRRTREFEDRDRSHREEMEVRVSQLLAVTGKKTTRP
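CBF-beta (His) and RUNX1 (biotin), 30 nM each; 20 min preassociation; + compound, 15 min; + beads 50 ng each (Ni, streptavidin), 90 min; RT; AlphaScreen read.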
GAA inhib – alpha-glucosidase (human) inhibition; P10253; purified human GAA, 4-MU-alpha-glucoside fluorescence; Potency, µM (series often up to 76.9 µM), for the others: at the highest dose activity change, negative = inhibition, actives largely listed as inhibitors; hit rate 0.005% among 200,000; AID 1466;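 note: potency is the fitted concentration of half-maximal effect; plate controls were uninhibited enzyme wells for no effect and no-enzyme background for full effect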
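Compounds are titrated up to 77 uM against 4 nM human enzyme. Substrate 4-methylumbelliferyl-alpha-D-pyranoside (400 uM) reacts 20 min at room temperature in pH 5.0 buffer; liberated 4-methylumbelliferone is read at 440 nm.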
Starred values were filed as active, the others as inactive; ? = inconclusive; . = not tested or not shown; & = joins results of further samples; [ ] = dose if it differs, or a comment. Unless noted, calls come from the whole dose curve; as a rule, active = well fitted curve in the direction sought with a large enough effect; inconclusive = small, poorly fitted or top-dose-only effect, or another doubt; inactive = no such curve, though single readings can be large; an effect the other way counts as inactive or inconclusive.

SMILES,HttQ103 aggreg,LMNA splice mod,GAA spleen mod,GAA glycogen,HTT cytoprotect,CBFb RUNX1 block,GAA inhib
O=C(Cn1ncc2c(=O)oc3ccccc3c21)NCC1CCCO1 (stereo not drawn),-2.8%,-7.0%,-4.2%,7.4%,7.7%[10 µM],-1.0%,3.2%
CCCn1c(N)c(N(CCOC)C(=O)/C=C/c2cccc(Cl)c2)c(=O)[nH]c1=O,-10.3%,?,11.6%,6.1%,-31.7%,4.4%,9.0%
C=CCc1cccc2cc(C(=O)OCC)c(=O)oc12,-10.4%,-8.4%,-2.7%,3.6%,-2.9%,18.5%,-0.2%
COCCNc1oc(/C=C/c2ccccc2)nc1C#N,0.5%[9.22 µM],.,?,?,-8.6%[10 µM],15.4%,.
O=S(=O)(c1ccc(Oc2ccccc2)cc1)N1CCOCC1,-18.1%,?,-4.4%,-8.5%,-1.0%,7.5%,-4.4%
CNC(=O)COC(=O)c1ccccc1Nc1ccccc1,-10.6%,4.1%[46 µM],-7.6%,-1.7%,-16.6%,3.1%,5.5%
c1ccc2c(N3CCCCC3)nnc(N3CCCCC3)c2c1,16.9%,4.8%,1.3%,6.7%,9.7%,1.4%,-7.3%
Cc1ccc(Cl)cc1NC(=O)N[C@@H](C)C(=O)O,9.7%,4.4%,-4.5%,-0.2%,-18.4%,3.0%,-11.8%

Going on with the list:
SMILES,HttQ103 aggreg,LMNA splice mod,GAA spleen mod,GAA glycogen,HTT cytoprotect,CBFb RUNX1 block,GAA inhib
CC(C)CC1C(C#N)=C(N)OC2=C1C(=O)CC(c1ccccc1)C2 (stereo not drawn),4.2%,1.5%[9.22 µM],.,1.2%,-4.2%,-1.3%,-2.8%
O=C(Nc1ccccn1)c1ccc2c(c1)S(=O)(=O)c1ccccc1C2=O,-2.3%,-18.1%,-5.6%,14.8%,-0.1%[10 µM],9.2%,1.0%
CCC1(C(=O)O)NC(c2cccc(OC)c2O)C2C(=O)N(c3ccccc3)C(=O)C21 (stereo not drawn),-0.7%,-8.3%,1.0%,-24.4%,1.8%,-2.6%,-0.1%
CC(=O)NN1C(=O)/C(=C\c2ccc(O)cc2)SC1=S,16.3%[9.22 µM],-7.2%[46 µM],-9.0%,12.1%,14.1%[10 µM],-5.4%,-4.8%
COc1cccc(-n2c(SCC(=O)NC(C)(C)C)nnc2-c2ccoc2C)c1,-4.0%[9.22 µM],-1.0%,3.6%,-3.9%,-21.5%[10 µM],-0.1%,-9.2%
CC(=O)c1cc(CC=C(C)C)c(O)cc1O,?,7.8%,1.2%,-12.6%,-15.8%,-2.9%,-1.0%
COc1ccc2c(c1)c(/C=N/Nc1ccc(C(=O)O)cc1)c(C)n2C,-9.0%[9.22 µM],.,5.4%,?,-26.8%[10 µM],-0.2%,.
COc1ccc2c(c1)c(CC(=O)Nc1ccc(C)cc1)c(C)n2C(=O)c1ccc(Cl)cc1,-7.2%,-17.1%,-2.5%,4.8%,-33.7%,7.3%,-1.9%

The list continues:
SMILES,HttQ103 aggreg,LMNA splice mod,GAA spleen mod,GAA glycogen,HTT cytoprotect,CBFb RUNX1 block,GAA inhib
COc1ccc(CCn2c(-c3ccc(C(C)(C)C)cc3)n[nH]c2=S)cc1OC,-10.5%,.,1.0%,6.9%,-18.5%,0.3%,2.1%
O=c1[nH]c(/C(Cl)=C/c2cccc(F)c2)nc2cc(C(F)(F)F)ccc12,?,.,-1.5%,-0.3%,.,-3.7%,-12.1%
Cc1ccc(S(=O)(=O)Nc2ccccc2C(=O)Nc2ccc(S(=O)(=O)Nc3nccc(C)n3)cc2)cc1,23.5%,-11.9%,0.5%,3.8%,8.2%[10 µM],6.1%,-3.3%
Cc1c(NC(=O)c2ccc(Cl)c(S(=O)(=O)N3CCOCC3)c2)c(=O)n(-c2ccccc2)n1C,-5.9%,6.2%,-9.5%,3.4%,-1.7%,-3.5%,-3.2%
Cc1c(Cl)cccc1NC(=O)N1CCCN(c2nc(-c3ccccc3)ns2)CC1,4.8%[9.22 µM],14.4%[46 µM],2.4%,1.8%,9.7%[10 µM],5.0%,-9.6%
O=C(NCCc1c[nH]c2ccccc12)/C(=C/c1ccco1)NC(=O)c1ccco1,.,3.5%[46 µM],-12.6%,14.8%,.,-5.4%,?
O=C(CCS(=O)(=O)c1ccccc1)Nc1cccc(-c2nc3ccccc3s2)c1,6.6%,?,8.2%,4.9%,-9.0%[10 µM],-19.3%,2.4%
Cc1ccc(NC(=O)c2ccc(OC(=O)C(C)Oc3ccc(Cl)cc3C)cc2)cc1 (stereo not drawn),-19.8%,-7.8%,-18.2%,-0.8%,.,-0.2%,-8.2%

Single entries from the list:
O=c1[nH]c(/C(Cl)=C/c2cccc(F)c2)nc2cc(C(F)(F)F)ccc12 in GAA spleen mod is listed with -1.5%
O=C(NCCc1c[nH]c2ccccc12)/C(=C/c1ccco1)NC(=O)c1ccco1 in CBFb RUNX1 block is listed with -5.4%
O=C(CCS(=O)(=O)c1ccccc1)Nc1cccc(-c2nc3ccccc3s2)c1 in HttQ103 aggreg is listed with 6.6%

(listing goes on)
SMILES,HttQ103 aggreg,LMNA splice mod,GAA spleen mod,GAA glycogen,HTT cytoprotect,CBFb RUNX1 block,GAA inhib
Cc1ccc(SCCNC(=O)c2ccc(CN3CCOCC3)cc2)cc1,-1.2%,?,0.7%,5.4%,-25.6%,18.1%,-5.3%
CCN1CCCC1CNC(=O)c1cc(S(=O)(=O)CC)c(N)cc1OC (stereo not drawn),.,?,-2.4%&-6.2%&3.1%,3.7%&3.9%,11.9%,1.2%&10.0%&2.6%,1.7%&-6.7%[15.4 µM]
CC(C)C1C(C#N)=C(N)SC(N)=C1C#N,3.7%,10.6%,0.8%,-18.8%,-8.9%[10 µM],2.4%,?
Cc1cc(C)c2cc(CN(CCO)C(c3nnnn3Cc3ccc(F)cc3)C(C)C)c(=O)[nH]c2c1 (stereo not drawn),-9.7%,?,12.9%,0.0%,-17.9%[10 µM],10.5%,-1.7%
CN1C/C(=C/c2cccnc2)C(=O)/C(=C/c2cccnc2)C1,?,?,-0.1%,-1.4%,-9.8%[1.9 µM],-2.1%,-4.2%
CCn1c(COc2cccc3ccccc23)nnc1SCC(=O)OC1CCCCC1,-1.0%,5.8%,-5.0%,-8.8%,-5.5%,0.6%,-19.2%
CC1=NN(c2ccc(C(=O)O)c(N)c2)C(=O)C1,-8.2%,.,0.1%,?,-30.2%[inhibitor],.,?
COc1ccc(/C=C/C(=O)c2ccc3c(c2)OCCO3)cc1[N+](=O)[O-],20.1%,?,-10.8%,-0.9%,-16.9%,-7.0%,0.3%

Carrying on.
SMILES,HttQ103 aggreg,LMNA splice mod,GAA spleen mod,GAA glycogen,HTT cytoprotect,CBFb RUNX1 block,GAA inhib
Cc1ccc([N+](=O)[O-])cc1S(=O)(=O)N1CCNCC1,5.2%,.,3.4%,7.3%,53.8%,13.0%,-2.3%
O=C1C2CC=CCC2C(=O)N1Nc1ccccc1 (stereo not drawn),3.8%,.,-1.6%,2.1%,?,-10.5%,-3.5%
C#CCOCCOCCOCCNc1nc(N2CCN(C(=O)Cn3cc(CCCN=C(N)N)nn3)CC2)nc(N2CCN(C(=O)[C@H]([C@@H](C)CC)n3cc(CCC(=O)O)nn3)CC2)n1,-5.2%,-5.7%,-3.7%,6.9%,.,0.7%[2.36 µM],2.3%
CC(C)n1cc(/C=N\NC(=O)c2cc3c(ccc4ccccc43)o2)c2ccccc21,5.7%,-2.1%,2.5%,-17.8%,-10.6%,2.3%,-9.6%
COc1ccc(S(=O)(=O)N2CCN(c3ccccn3)CC2)cc1[N+](=O)[O-],-9.5%[9.22 µM],.,-3.1%,3.8%,15.0%[10 µM],-8.3%,.
Cc1ccc(NC(=O)COc2cccnc2[N+](=O)[O-])cc1S(=O)(=O)N1CCOCC1,-16.7%,.,-2.0%,3.2%,26.8%,1.0%,-3.5%
Cc1cnc(NC(=O)CSc2nnc(COc3c(C)cccc3C)o2)s1,5.5%,-1.4%,-2.8%,1.0%,12.6%[10 µM],-5.5%,3.9%
O=C(NCCO)/C(=C\c1cccc([N+](=O)[O-])c1)NC(=O)c1ccco1,-5.6%,-10.5%,-15.2%,12.9%,1.1%[10 µM],7.2%,-1.4%

(list continues)
SMILES,HttQ103 aggreg,LMNA splice mod,GAA spleen mod,GAA glycogen,HTT cytoprotect,CBFb RUNX1 block,GAA inhib
CC(=O)O[C@]1(C(C)=O)CC[C@H]2[C@@H]3C=C(Cl)C4=CC(=O)CC[C@]4(C)[C@H]3CC[C@@]21C,-3.3%&29.9%,?,3.8%&-2.9%,-2.4%,-56.2%[inhibitor],?,-1.1%[15.4 µM]
CC(C)n1cnc2c(N(C)c3ccccc3)nc(N(CCN(C)C)Cc3ccccc3)nc21,-7.8%[9.22 µM],.,8.9%,6.1%,-35.7%[10 µM],-24.4%,.
O=C(Nn1cnc2ccccc2c1=O)c1ccc(F)cc1Cl,0.1%,-3.7%,-10.9%,0.3%,-52.9%[inhibitor],-3.3%,1.6%
O=C(NCc1cccs1)c1ccc2c(c1)OCCO2,-1.0%,-6.7%,0.8%,-10.1%,5.1%[10 µM],5.9%,-1.5%
O=C(C1=C(O)C(=O)N(c2ccccc2)C1c1ccc([N+](=O)[O-])cc1)c1cccs1 (stereo not drawn),-12.7%,.,.,-1.1%,-10.2%,-9.1%,0.6%
O=C(Nc1ccccc1-c1nnn(CC(=O)N2CCOCC2)n1)c1ccc(F)cc1,-7.2%[9.22 µM],.,1.1%,5.8%,-11.9%[10 µM],-3.6%,1.6%
O=C(OC(C(=O)NCc1ccc2c(c1)OCO2)c1ccncc1)c1ccc(Cl)nc1 (stereo not drawn),-24.0%,.,.,-0.2%,-16.9%,-13.3%,-5.8%
CCC(CC)C(=O)Nc1c2c(nn1-c1ccc(OC)cc1)CS(=O)C2 (stereo not drawn),16.1%[9.22 µM],5.8%,2.3%,4.8%,14.4%,-0.4%,0.1%
Cc1ncc([N+](=O)[O-])n1CCOC(=O)c1ccc(Br)cc1,.,.,1.5%,19.7%,.,3.5%,?
O=C(COc1ccc(Br)cc1CNC1CCCC1)Nc1ccccc1,?,.,-1.5%,-6.4%,-10.2%[10 µM],-1.1%,-3.3%
